# High-throughput results (PubChem BioAssay)
# NR2E3 ag-1 = activates human photoreceptor nuclear receptor NR2E3; Q9Y5X4; GST-NR2E3/biotin-RetCOR TR-FRET, 1536-well; inhibition of corepressor binding, % at 4.78 µM; 320,000 tested, 0.12% active; AID 2300;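 active = percent inhibition above the cutoff of mean plus 3 SD of all tested compounds, set per screening campaign, cut at about 20% in these data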;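 also: 0% = DMSO wells and 100% = biotin wells as full block of FRET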
# Target sequence (Q9Y5X4 whole entry, looked up): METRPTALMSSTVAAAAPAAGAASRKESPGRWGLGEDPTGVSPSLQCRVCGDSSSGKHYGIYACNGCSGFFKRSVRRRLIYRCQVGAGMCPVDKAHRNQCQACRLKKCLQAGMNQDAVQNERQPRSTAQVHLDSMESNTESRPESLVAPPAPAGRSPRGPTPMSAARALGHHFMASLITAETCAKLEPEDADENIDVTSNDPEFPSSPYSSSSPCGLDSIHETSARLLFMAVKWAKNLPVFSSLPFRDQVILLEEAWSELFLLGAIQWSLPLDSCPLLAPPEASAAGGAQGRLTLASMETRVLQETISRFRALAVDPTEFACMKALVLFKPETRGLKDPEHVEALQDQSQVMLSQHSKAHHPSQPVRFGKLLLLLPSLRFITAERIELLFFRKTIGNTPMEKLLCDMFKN
#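 Format: 1536-well format; test system: GST-NR2E3 and biotin-RetCOR proteins; read-out basis: percent inhibition of TR-FRET ratio; timing: 5 h incubation at 4 °C; detection: time-resolved FRET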
# CF NFkB block = inhibitors of cystic fibrosis induced NF-kB | KKLEB NF-kB-GFP reporter, PAF-induced, GFP fluorescence overnight | inhibition, % at 5 µM | 360,000 tested, 0.86% active;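 active = at least 50% inhibition at 5 µM, scaled per plate between neutral and stimulator controls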;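 also: PAF is a Pseudomonas aeruginosa culture filtrate used as stimulus; plate controls were PAF-stimulated DMSO wells for no effect and unstimulated DMSO wells for full effect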
# TRPM1 prom inh = MITF TRPM1 promoter inhibition in SK-MEL-5 cells | AID 488899 | SK-MEL-5 TRPM1 promoter luciferase, 24 h | inhibition, % at 12.5 µM | 330,000 tested, 0.83% active;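 active = mean inhibition across replicates of 60% or more, whatever share of single replicates reaches that level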; also: values of inactives mirror those of a sister screen read the other way
# TROY signal inh = TROY signaling inhibition; Q293 LMP1-TROYcd NF-kB luciferase reporter, 4 h; 360,000 tested, 0.98% active; AID 1347056; inhibition, % at 10 µM;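 active = compounds whose plate-normalised and pattern-corrected inhibition of the luciferase reporter signal at the single screening dose is 50% or more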
# C8 TRAIL sens = caspase-8 TRAIL sensitization. inhibition (viability loss, TRAIL sensitization), % at 10 µM. 360,000 tested, 1% active. NB7+C8 cells + TRAIL, ATPlite viability luminescence. AID 624354;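 active = compounds causing at least 50% loss of cell viability in the single-dose screen, relative to plate controls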
# HIF-2a inh = blocks HIF-2a reporter activity; 360,000 tested, 0.72% active; AID 624352; 786-0 RCC cells HIF-2a reporter, luciferase luminescence, overnight; inhibition, % at 18.8 µM;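 active = inhibition of the luminescence signal of 40% or more relative to plate controls, in a single-dose primary screen at 18.75 µM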
# Shn3 inh set2 = reduces Shn3 3'UTR luciferase signal in osteoblasts | 360,000 tested, 0.52% active | AID 588674 | Clone20 osteoblast Shn3 3'UTR firefly luciferase, 24 h | inhibition, % at 12.5 µM;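 active = mean inhibition of at least 75% with every replicate also reaching 75%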;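 also: 0% = median of neutral control wells and 100% = pilot-screen positive control compound; some compounds past the cut are filed as inactive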
# TWEAK-Fn14 inh = blocks TWEAK-Fn14 interaction in a reporter cell assay; 360,000 tested, 2% active; inhibition, % at 10 µM; AID 1159606; TWEAK-stimulated Fn14 reporter cells, luciferase luminescence, 8 h; in the data active = inhibition above about 50%
# Peg3 prom inh = inhibitors of Peg3 promoter; HeLa PEG-Prom luciferase reporter, luminescence, overnight; inhibition, % at 20 µM; 360,000 tested, 1.7% active; AID 588405;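 active = inhibition of at least 50% at 20 µM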
# NR2E3 ag-2 = agonists of human NR2E3 nuclear receptor; Q9Y5X4; CHO-S Gal4-NCOR/VP16-NR2E3 two-hybrid, luciferase; inhibition of corepressor binding, % at 3.98 µM; 360,000 tested, 0.35% active; AID 602229;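 active = inhibition above the mean of all tested compounds plus 3 SD, cut at about 70% in these data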;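 also: 0% = DMSO with NR2E3 transfected cells and 100% = cells lacking NR2E3 construct; higher means lower luciferase signal from less NR2E3 corepressor binding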
# KKLEB tox = reduces viability of KKLEB cystic fibrosis airway cells; KKLEB CF airway cells viability, ATPlite luminescence, overnight; hits give low values; cells stimulated with P. aeruginosa culture filtrate; activity change (cytotoxicity), % at 5 µM; 360,000 tested, 0.36% active;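 active = corrected activity change at or below -50% at 5 µM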
# Active calls of the source: *; nt = no result given. A portion of the library; count on the stated rates, not on these rows.
SMILES,NR2E3 ag-1,CF NFkB block,TRPM1 prom inh,TROY signal inh,C8 TRAIL sens,HIF-2a inh,Shn3 inh set2,TWEAK-Fn14 inh,Peg3 prom inh,NR2E3 ag-2,KKLEB tox
CC1(Cc2ccc(C(F)(F)F)o2)C(=O)Nc2cc(-c3ccc(F)cc3F)ccc21 (stereo unspecified),nt,13,nt,0,14,15,65,24,26,-20,5
COc1ccc(NC(=O)C2CCN(S(=O)(=O)c3cccc4nonc34)CC2)c(OC)c1,-2,6,-10,1,3,5,-14,7,1,-25,-6
COC(=O)C(C(=O)OC)C(C[N+](=O)[O-])c1ccc(O)c(OC)c1 (stereo unspecified),-1,-3,6,-5,-11,14,-13,11,2,-6,-2
Cc1ccc(C(=O)O)cc1NC(=S)NC(=O)c1ccc([N+](=O)[O-])c(C)c1,3,4,8,-7,1,4,3,-2,17,0,1
CCOC(=O)Cc1[nH]nc2c1C(c1cc(OC)ccc1OC)C(C#N)=C(N)O2 (stereo unspecified),1,5,-3,-5,1,10,-8,10,5,-2,-1
N#C/C(=C\c1c(N2CCC(C(N)=O)CC2)nc2ccccn2c1=O)C(=O)NC1CCCCC1,2,-5,6,-1,8,9,-14,-54,4,-20,-1
COc1ccccc1Nc1nc2ccccc2n1C,-2,-9,-91,-52,10,-265,-63,6,-296,-133,-1
O=C(COC(=O)c1c[nH]c(=O)[nH]c1=O)Nc1ccccc1F,0,-3,10,4,4,3,3,-15,-2,-22,14
Cn1nnnc1Sc1c(Cl)cccc1[N+](=O)[O-],1,18,30,6,4,17,-1,3,-2,7,9
O=C1CCCC(=NNC(=O)c2cc3ccccc3cc2O)C1,nt,-6,nt,-37,30,-188,-28,22,-218,-133,1
O=C(CN1CCC(NC(=O)Nc2ccccc2)CC1)Nc1ccccc1F,1,-9,-7,-4,-4,-3,12,1,10,-14,2
C[C@@]12C(=O)Nc3ccc(F)cc3C(=O)N1[C@H]1c3ccccc3OC[C@@H]1[C@@H]2c1ccccc1,nt,8,21,-11,15,14,19,-2,20,12,-5
COc1ccc(OC)c(-n2c(=S)[nH]c3cc(C(=O)N(C)Cc4ccccc4)ccc3c2=O)c1,1,0,1,1,-22,12,26,13,18,-3,-11
Cc1cc(NC(=O)CCSc2ccccc2)ccc1Br,1,6,-66,-21,15,-304,-58,-10,-227,-3,-5
COc1ccc(C(=O)NCCNc2ccccc2[N+](=O)[O-])cc1,3,-3,-63,-30,38,-231,-63,4,-198,-130,13
Cc1ccc(N2CCN(C(=S)c3ccc(N(C)C)cc3)CC2)cc1,-1,-3,-15,-17,-4,-111,-39,-17,-179,-40,8
O=C(NCCN1CCOCC1)c1cnn2c1NC(c1cccs1)CC2C(F)(F)F (stereo unspecified),2,-12,3,8,-4,9,-6,6,-149,-14,7
O=C(NCCN1CCN(c2ccccc2F)CC1)C1CCCN(S(=O)(=O)c2cnc[nH]2)C1 (stereo unspecified),0,1,0,-5,1,8,1,-22,0,-3,1
COCCNC(=O)C1(C)CCN(C(=O)c2ccc(SC(F)(F)F)cc2)C1 (stereo unspecified),nt,-4,nt,5,-2,6,-29,13,-4,10,7
COc1c(S(=O)(=O)NCCCn2ccnc2)ccc(Cl)c1Cl,-3,9,6,-4,-16,-7,-10,-10,14,-18,10
Cc1ccc(/C=N/N(Cc2ccccc2)c2ccccc2)o1,1,-11,-5,18,-5,18,21,8,13,-7,10
Cc1scc(C(=O)NNC(=S)NCC(C)C)c1C,-3,18,1,-42,3,-52,-4,-15,-94,-11,3
Cc1cccc(C(=O)NCc2nnc3c4ccccc4c(-c4ccccc4)nn23)c1,1,20,10,-3,-5,23,6,-4,21,10,0
CCN(Cc1cnn(C)c1)C(=O)c1ccc2nc(Cc3ccccc3F)oc2c1,nt,7,nt,-10,0,-21,6,-15,-16,8,8
CN1c2ccsc2/C(=N/NC(=O)c2c(F)cccc2F)CS1(=O)=O,-2,-1,12,-2,1,6,2,-4,-3,-8,4
Cc1ccc2nc(-c3ccncc3)cc(C(=O)Nc3ccncc3)c2c1,-1,-49,3,21,54*,-5,-9,-13,70*,-30,0
Cc1onc(-c2ccccc2)c1C(=O)OCCOc1ccc([N+](=O)[O-])cc1[N+](=O)[O-],-3,-26,22,16,13,7,62,37,26,-29,0
CCN(CC)C(=O)CSc1nnc2cc(C)c3ccccc3n12,0,-4,14,-1,1,5,-27,3,8,-28,-6
N#C/C(=C\c1ccc(Sc2nc3ccccc3[nH]2)o1)c1ccccc1,-2,-14,3,48,13,-33,25,37,19,73*,1
Cc1ccc(S(=O)(=O)c2cnc(-c3ccccc3)nc2N2CCCCC2)cc1,1,27,-12,-34,14,3,77,-3,22,17,2

# Shown as a hit in Peg3 prom inh, of those listed so far:
Molecule | NR2E3 ag-1 | CF NFkB block | TRPM1 prom inh | HIF-2a inh | Shn3 inh set2 | TWEAK-Fn14 inh | Peg3 prom inh | NR2E3 ag-2
Cc1ccc2nc(-c3ccncc3)cc(C(=O)Nc3ccncc3)c2c1 | -1 | -49 | 3 | -5 | -9 | -13 | 70* | -30

# Next results follow.
SMILES,NR2E3 ag-1,CF NFkB block,TRPM1 prom inh,TROY signal inh,C8 TRAIL sens,HIF-2a inh,Shn3 inh set2,TWEAK-Fn14 inh,Peg3 prom inh,NR2E3 ag-2,KKLEB tox
CCOc1ccccc1N(C(=O)CNC(=O)c1ccco1)C(C(=O)NC1CCCC1)c1ccncc1 (stereo unspecified),0,2,3,-5,6,9,-2,16,1,-29,2
C=CCn1c(SCC(=O)Nc2sc3c(c2C#N)CCC3)nnc1C1COc2ccccc2O1 (stereo unspecified),2,2,-3,-5,-1,7,0,5,10,-6,-8
CCOC(=O)Cc1c[nH]c(=S)[nH]c1=O,-3,-10,-5,-3,-3,3,-8,10,11,14,2
CC1=NN(c2ccc(Br)cc2)C(=O)/C1=C/c1cccs1,5,-7,0,2,-5,-9,-12,-7,-30,-3,-3
CCOC(=O)N1CCN(C(=O)c2cccc(F)c2)CC1,3,6,1,-2,12,8,1,0,-7,13,8
CCCOc1cccc(C(=O)Nc2ccc(Br)cc2F)c1,5,10,-42,-89,15,-185,-47,-33,-338,3,1
O=C(Cn1ncc2c1-c1ccccc1OC2)N1CCN(c2ccccn2)CC1,-4,23,8,9,-4,19,-23,10,-82,-10,-5
CCOc1ccc(N(CC(=O)NCc2ccc(OC)cc2)C(=O)CCC(=O)Nc2nccs2)cc1,1,-13,3,10,9,12,21,-3,11,-12,-8
CC(=O)N(c1ccccc1C)c1ccccc1C,nt,-7,-7,-15,-4,8,-6,-2,10,7,-5
CCOc1cc(/C=C/C(=O)O)ccc1OCc1ccccc1,-4,4,-7,-23,3,18,12,-14,-6,-7,6
CCOC(=O)C(C)Sc1snnc1C (stereo unspecified),0,-7,-3,-1,-10,24,-11,9,7,-6,4
CC1(C)Cc2cccc(C(=O)Nc3ccc(F)cc3F)c2O1,3,-3,-2,-7,-8,11,29,-9,0,9,3
COC(=O)c1ccc(N2CCOCC2)c(NC(=O)c2cccs2)c1,1,3,-2,10,-3,0,-2,-9,14,-35,-6
COc1ccc(S(=O)(=O)N2CCOCC2)cc1NC(=O)COC(=O)C1CCC1,3,-9,-4,3,4,9,1,11,-10,-1,-1
Nc1ccn([C@@H]2O[C@H](C(=O)N3CCN(c4ccc(Cl)cn4)CC3)[C@@H](O)[C@H]2O)c(=O)n1,nt,-2,nt,-7,-3,1,-5,4,16,2,4

# Compound profiles, from the list above. Order of values: NR2E3 ag-1	CF NFkB block	TRPM1 prom inh	TROY signal inh	C8 TRAIL sens	HIF-2a inh	Shn3 inh set2	TWEAK-Fn14 inh	Peg3 prom inh	NR2E3 ag-2	KKLEB tox
# `CC1(C)Cc2cccc(C(=O)Nc3ccc(F)cc3F)c2O1` is listed with 3	-3	-2	-7	-8	11	29	-9	0	9	3
# `CCOC(=O)N1CCN(C(=O)c2cccc(F)c2)CC1` is listed with 3	6	1	-2	12	8	1	0	-7	13	8
# `C=CCn1c(SCC(=O)Nc2sc3c(c2C#N)CCC3)nnc1C1COc2ccccc2O1` (stereo unspecified) is listed with 2	2	-3	-5	-1	7	0	5	10	-6	-8

# Next compounds:
SMILES,NR2E3 ag-1,CF NFkB block,TRPM1 prom inh,TROY signal inh,C8 TRAIL sens,HIF-2a inh,Shn3 inh set2,TWEAK-Fn14 inh,Peg3 prom inh,NR2E3 ag-2,KKLEB tox
CCC(C)N=Cc1c(Nc2ccccc2)nc2c(C)cccn2c1=O (stereo unspecified),2,-60,-7,-8,-7,-7,11,-42,8,-11,9
CC(NC(=O)C(=O)c1cn(CC(=O)N2CCOCC2)c2ccccc12)c1ccccc1 (stereo unspecified),2,-9,-4,17,9,7,-12,-3,6,13,5
Cc1cc(OCC(=O)O/N=C(\N)c2ccccc2)ccc1Cl,-1,11,-29,-87,15,-196,15,-16,-149,-39,-5
CCC(CC)C(=O)N(C)c1c(C)nc2c(OCc3ccc(F)c(F)c3)cccn12,nt,4,nt,18,5,5,-15,10,-6,14,-4
Cn1c(SCC(=O)NC2CCCC2)nnc1-c1cccs1,5,-16,4,7,2,2,-18,20,-5,4,2
COc1cccc(OCC(=O)Nc2ccncc2)c1,0,7,-5,1,-1,-8,22,11,4,-40,-5
CCN(CC)CCNC(=O)C(=O)Nc1ccc2c(c1)N(S(=O)(=O)c1cccs1)CCC2,0,-18,-20,7,10,24,13,-6,11,-6,4
CCCCCCN(CCCCCC)C(=O)Cc1c(-c2ccc(F)cc2)[nH]c2ccccc12,3,1,-3,-45,24,11,30,12,8,20,-1
CN1CCN(S(=O)(=O)c2cccc(C(=O)NC3CCCC3)c2)CC1,-3,-6,5,-3,10,9,0,2,-6,-4,8
c1ccc2oc(-c3csc(N4CCOCC4)n3)cc2c1,2,-31,-69,-27,53*,-188,-20,-5,-228,-64,-17
CC(=O)NC1C(=O)N=C(SC(C)C(=O)Nc2cccc(Cl)c2)NC1=O (stereo unspecified),3,8,2,-15,-1,14,-11,22,9,-24,-3
CCOC(=O)N1CCN(C(=O)Nc2ccc(Cl)cc2Cl)CC1,2,-1,3,-21,-9,-8,0,-9,-5,-4,11
CCOc1cc(/C=C2\SC(N3CCCC(C)C3)=NC2=O)ccc1O (stereo unspecified),nt,-2,-8,-7,-7,-62,-1,7,-93,-49,-7
CCN(CC(=O)Nc1c(F)cccc1F)C(=O)C1CCCO1 (stereo unspecified),nt,-9,nt,11,-10,16,11,-24,19,-27,0
O=C(CN(Cc1ccc(F)cc1)C(=O)C1CSC(=O)C1)NC1CCCCC1 (stereo unspecified),4,9,-3,-14,14,19,-16,6,3,-5,0
CC(=O)c1cccc(-n2nnnc2SCC(=O)Nc2cc(C)on2)c1,4,10,4,-1,6,15,-17,-6,6,-9,-2
CCOC(=O)N1CCN(CC(=O)Nc2ccccc2C(=O)Nc2ccccc2)CC1,0,-36,18,3,19,9,-10,-11,27,-39,-9
Cc1cc2oc(C(=O)N(Cc3ccc(N(C)C)cc3)CC3CCCO3)c(C)c2cc1C (stereo unspecified),1,22,4,20,31,8,25,-1,35,-33,2
O=C(COC(=O)c1ccccc1C(=O)c1ccccc1)c1ccco1,-5,-7,-3,3,13,14,34,6,9,22,10
COc1ccc(S(=O)(=O)NCCC(C)C)cc1C,2,8,-9,-1,-10,9,-6,-3,12,-16,0
